MRP-1 activ – activators of MRP-1; 140,000 tested, 0.61% active; H69AR cells + doxorubicin, viability rescue, CellTiter-Glo; viability increase, % at 10 µM; AID 799;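 active = viability gain under doxorubicin at or above a set limit, the compound median plus 3 SD, cut at about 4.7% in these data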;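 also: MRP-1 overexpressing cells given doxorubicin 25 µM after compound pretreatment; 18-22 h compound pretreatment then 72 h with doxorubicin before readout; 0% = doxorubicin-only wells and 100% = vehicle-treated cells without doxorubicin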
HCT116 PTEN-null – growth suppressors of cells with PTEN tumor suppressor deletion; viability, % at 10 µM; HCT116 PTEN-null viability, CellTiter-Glo, 60 h; active compounds read low; 140,000 tested, 1.2% active;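 active = viability at or below a set limit, 4 SD under the median of all tested compounds, cut at about 3.7% in these data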;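 also: PTEN knockout HCT116 line with beta catenin targeted HCT116 as companion control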
Yeast life ext – extends the lifespan of yeast; S. cerevisiae growth with nicotinamide, OD615; deaD strain in restrictive glucose medium; inhibition of the nicotinamide effect, % at 10 µM; AID 775; 130,000 tested, 0.68% active;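 active = inhibition above a set limit, placed 3 SD over the median of all compounds, cut at about 26% in these data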;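 also: 0% = nicotinamide-treated wells and 100% = cells grown without nicotinamide; some compounds called inactive have numbers as strong as hits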
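Test system: DeaD-strain S. cerevisiae / Buffer or medium: restrictive glucose medium / Also added: nicotinamide 1.5 mM / Doses: one concentration, 10 µM, DMSO 0.25% / Schedule: 48 h at 30 °C / Signal: OD615 measurement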
bCat KO growth – beta-catenin-lacking colon tumor cell growth suppression | HCT116 beta-catenin knockout viability, CellTiter-Glo, 60 h; active compounds read low | 140,000 tested, 1.5% active | viability, % at 10 µM | AID 818;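 active = viability at or under a set limit, the compound median less 4 SD, cut at about 6% in these data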;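 also: 0% = Hyamine 1622 control at 20 µM and 100% = untreated cell control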
GALR2 antag – blocks the human galanin receptor 2 | GALR2-expressing cells, antagonist mode | inhibition, % at 4 µM | 140,000 tested, 0.39% active | AID 828; in the data active = inhibition above about 27%;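 also: cells stimulated with galanin 1-16 at roughly its EC80; 0% = agonist challenge control and 100% = basal control without agonist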
Target sequence (O43603 whole entry, looked up): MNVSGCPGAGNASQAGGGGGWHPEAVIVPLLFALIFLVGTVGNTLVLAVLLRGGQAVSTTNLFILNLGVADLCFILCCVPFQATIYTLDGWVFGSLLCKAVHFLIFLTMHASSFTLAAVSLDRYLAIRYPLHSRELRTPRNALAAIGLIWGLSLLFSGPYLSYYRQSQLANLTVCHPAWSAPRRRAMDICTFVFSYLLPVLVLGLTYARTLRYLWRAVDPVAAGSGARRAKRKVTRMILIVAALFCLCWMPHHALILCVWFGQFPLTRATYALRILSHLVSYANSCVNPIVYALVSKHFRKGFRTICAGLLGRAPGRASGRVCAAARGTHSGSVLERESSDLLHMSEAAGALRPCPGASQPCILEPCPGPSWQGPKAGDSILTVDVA
BB579 growth dn – chemicals that inhibit yeast BB579 growth in restrictive medium (lifespan-shortening candidates); inhibition, % at 10 µM; AID 804; 140,000 tested, 0.51% active; S. cerevisiae BB579 growth, OD615, 48 h;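 active = inhibition above a set limit, 3 SD over the mean compound inhibition, cut at about 44% in these data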; also: inactives centre near -24
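Detection: OD615 turbidity measurement; Material: Saccharomyces cerevisiae DeaD strain BB579, replicative lifespan model yeast; Timing: 48 h exposure, 30 °C; Doses: single 10 µM dose; Medium: CSMM-D restrictive synthetic medium containing dextrose (glucose); Controls: amphotericin B at 10 µg/mL as positive control.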
E-sel TNF inh – blocks E-selectin expression induced by TNF alpha; HUVEC TNFa-induced E-selectin immunofluorescence, high content; inhibition, % at 2 µM; 120,000 tested, 0.71% active;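 active = inhibition above the batch mean plus 3 SD, and confirmed as a hit on visual image review, cut at about 43% in these data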;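 also: 0% = TNF-stimulated DMSO wells and 100% = unstimulated control wells; not every result past the cut was called active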
Phagocytosis inh – inhibitors of macrophage phagocytosis; 110,000 tested, 0.07% active; inhibition, % at 5 µM; J774A.1 macrophage IgG-bead phagocytosis, imaging; AID 1029;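 active = inhibition above the mean of the plate negative controls plus 5 SD, cut at about 13% in these data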;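 also: phagocytic index as fraction of beads internalized from green versus red external bead signal; plate controls were DMSO negative control for no effect and cytochalasin-D positive control for full effect; some results beyond the cut were filed as inactive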
NPY-Y2 antag – antagonists of human neuropeptide Y receptor Y2; P49146; NPY-Y2 expressing cells, antagonist mode; inhibition, % at 2.7 µM; 140,000 tested, 0.99% active; in the data active = inhibition above about 17%;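 also: 0% = vehicle with agonist challenge and 100% = reference antagonist with challenge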
Target sequence (P49146 whole entry, looked up): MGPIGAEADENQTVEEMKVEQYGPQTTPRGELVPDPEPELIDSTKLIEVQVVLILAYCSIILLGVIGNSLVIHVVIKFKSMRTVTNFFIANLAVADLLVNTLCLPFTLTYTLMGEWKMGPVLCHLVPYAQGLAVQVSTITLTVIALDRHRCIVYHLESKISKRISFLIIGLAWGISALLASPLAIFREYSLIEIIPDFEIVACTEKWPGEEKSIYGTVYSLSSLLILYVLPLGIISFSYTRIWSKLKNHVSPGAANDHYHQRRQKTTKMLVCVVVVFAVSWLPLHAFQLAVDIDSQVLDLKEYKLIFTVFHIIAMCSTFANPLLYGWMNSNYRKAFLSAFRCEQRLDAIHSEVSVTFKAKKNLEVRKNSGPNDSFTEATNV
Measles CPE – protection of cells from measles virus; Measles virus-infected cells, CPE protection, absorbance; protection (pct of control), % at 4 µM; 140,000 tested, 1.5% active; AID 841; in the data active = protection mostly above about 24%, no sharp cut-off; inactive = mostly below about 26%; also: some compounds called inactive have numbers as strong as hits
* hit, by the source's call; · = no result given; & = joins results of further samples.

SMILES	MRP-1 activ	HCT116 PTEN-null	Yeast life ext	bCat KO growth	GALR2 antag	BB579 growth dn	E-sel TNF inh	Phagocytosis inh	NPY-Y2 antag	Measles CPE
O=C(NNC(=O)C1CCCN(c2ncccn2)C1)c1ccc(F)cc1 (centres undefined)	-0.4	102	2	99	-3	-28	45	·	2	17
CC(=O)c1c(C)[nH]c(C(=O)NCCCN2CCCC2)c1C	-3.0	94	-7	92	0	-15	·	0	2	14
COc1ccc(C2OC(=O)c3ccccc3S2)cc1 (centres undefined)	0.0	102	-5	103	0	-23	-8	-1	0	7
COC(=O)C(Nc1nccs1)(OC)C(F)(F)F (centres undefined)	-2.3	95	-15	106	-6	-53	8	0	0	·
Cc1ccc(C(=O)CSc2nnc(CNc3ccc(C)cc3C)n2Cc2ccco2)cc1	-4.7	59	12	69	-18	-28	3	-1	-2	7
Cc1cccc(C2(c3cccc(C)c3)CC2C(=O)NCC2CCCO2)c1 (centres undefined)	-2.2	92	5	97	-8	-39	·	·	0	3
O=C(CCC(=O)OCC(F)(F)C(F)F)Nc1ccc(Cl)cc1	0.1	90	-3	101	-11	2	·	-1	2	6
O=C(CC1Nc2ccccc2NC1=O)Nc1cc(Cl)cc(Cl)c1 (centres undefined)	-3.5	3.6*	-27	1.9*	-1	-47	14	2	-3	6
S=C(Nc1ccc(Oc2ccc(NC(=S)NC3CCCCC3)cc2)cc1)NC1CCCCC1	-2.5	70	1	74	3	-27	9	0	10	6
CCOc1ccc2nc(C)cc(Nc3ccc4c(c3)OCCO4)c2c1	-1.4	0.8*	-12	0.7*	5	-22	6	·	12	2
CCOC(=O)c1ccc2c(c1)N(Cc1ccccc1C)C(=O)c1ccccc1S2=O (centres undefined)	-4.2	36	-19	36	8	-6	-20	·	7	20
Cc1ccc(S(=O)(=O)Nc2cccnc2)cc1	-0.4	90	-14	91	2	5	24	·	-3	18
CC(C)(C)n1nnnc1C(c1ccccc1F)N1CCN(C2CCCC2)CC1 (centres undefined)	-1.3	94	-5	85	17	-16	-8	-2	17	8
COc1ccc(CN2C(=O)c3ccccc3C2C(=O)NCC2CCCO2)c(OC)c1 (centres undefined)	-1.8	101	-5	98	-4	-21	·	0	1	7
CCOC(=O)C1CCN(c2nc(-c3ccccc3)nc3c2oc2ccccc23)CC1	-3.0	86	-11	95	-7	-15	-53	-2	5	36
Cc1ccc(C2/C(=C(/O)c3cnn(-c4ccccc4)c3C)C(=O)C(=O)N2CCN2CCOCC2)o1 (centres undefined)	-0.6	92	-13	89	4	-25	-7	-1	-2	18
C=CCOc1ccc2c(CC)cc(=O)oc2c1C	-0.5	99	-8	103	-7	13	·	4	1	18
Cc1ccc(O)c(NC(=O)CCCC(=O)O)c1	-1.4	107	-6	96	4	-29	3	0	2	7
Cc1ccccc1-c1nc2ccccc2c(=O)n1C1CCS(=O)(=O)C1 (centres undefined)	-0.9	96	0	97	-1	-1	-19	-1	1	11
CCC(C)NC(=O)c1ccc(CSCc2cccc(F)c2)o1 (centres undefined)	-1.9	93	-5	87	-8	-25	29	0	4	16
Cc1cc(C)cc(NC(=O)CSc2nc3c(c(=O)n2C)SC(C)C3)c1 (centres undefined)	-2.1	81	-6	81	4	-4	-12	-2	7	5
Cc1ccc(-c2nnc(SCC(=O)N/N=C/c3c(C)nn(-c4ccccc4)c3C)n2-c2ccc(C)cc2)cc1	-5.4	64	3	59	-5	-21	·	-4	5	4
Cc1nn(C)cc1/C=N\NC(=O)Cc1ccc([N+](=O)[O-])cc1	-1.4	100	-3	100	4	-3	·	1	0	14
CCCc1ccc(-c2cc(C(=O)NCCc3ccc(S(N)(=O)=O)cc3)c3ccccc3n2)cc1	1.0	27	-18	40	-4	-25	-33	·	4	33
COc1cc(S(=O)(=O)n2nc(C)cc2C)c(OC)cc1Cl	-1.4	85	0	90	5	-15	-3	-1	1	8
COc1ccc(Cl)cc1NC(=O)C(C)OC(=O)c1ccc(NS(=O)(=O)c2ccc3[nH]c(=O)[nH]c3c2)cc1 (centres undefined)	-3.1	105	-1	94	7	-12	52	-11	2	48*
Cn1cc(SCC(=O)Nc2ccc3c(c2)OCCO3)c2ccccc21	-3.7	97	-10	102	12	-7	·	1	1	5
COc1cc(OC)cc(-c2nnc(SCC(=O)N3CCCc4ccccc43)o2)c1	-0.2	94	-10	94	1	-5	39	-1	4	35*
CCC1(C)CC(CC(=O)O)(c2ccccc2OC)CCO1 (centres undefined)	-2.1	100	-14	104	8	7	1	1	-1	3
C=CCNC1=C(Cl)C(=O)N(c2ccccc2Cl)C1=O	-0.2	105	5	91	-8	-82	·	1	1	4
CCc1ccccc1OCC(=O)Nc1ccc(S(N)(=O)=O)cc1	-2.1	88	-12	89	11	-36	-10	-2	1	3
CC(NC(=S)Nc1ccccc1Cl)C(c1ccccc1)N1CCOCC1 (centres undefined)	-5.2	44	6	42	9	-2	-1	3	-1	5
Cc1cc(C)cc(OCc2nnc(SCC(=O)c3ccc(Br)cc3)o2)c1	-3.3	92	1	88	-16	-40	-14	0	8	5
CCOc1ccc(-c2nc(CSc3nncs3)cs2)cc1OC	-0.1	113	-19	94	6	-30	·	0	4	9
CC(C)C(=O)Nc1ccc(N2CCCC2)cc1	0.2	97	-3	90	0	-13	14	·	2	2
CCOc1cc(S(=O)(=O)N(Cc2ccccc2)Cc2ccccc2)c(OCC)cc1-n1cnnn1	-1.2	73	-22	73	3	-42	-19	·	2	1
COC(=O)CC1Oc2ccc(C)cc2NC1=O (centres undefined)	1.3	87	-12	87	10	18	18	0	2	7
O=C(O)CSCc1cn2cc(Cl)ccc2n1	-0.1	108	-2	115	-25	-9	3	2	3	1
CCOc1ccccc1NC(=O)CSc1nnc(Cn2c(=O)sc3ccccc32)n1C	-3.1	98	-2	93	10	-42	-2	·	2	13
Cc1ccc(-c2cc(C(=O)OCC(=O)Nc3ncc(C(F)(F)F)cc3Cl)c3ccccc3n2)cc1	-2.3	64	0	70	9	-48	-9	-4	1	15
CC(C)c1ccccc1NC(=O)COC(=O)Cc1ccsc1	-0.8	87	2	83	4	-25	-11	0	2	11
CCOC(=O)C1C(=O)NC(SCC(=O)OC)=C(C#N)C1c1ccccc1OCC (centres undefined)	-0.8	96	-3	93	-2	-30	20	-1	2	11
Cc1ccc(C(=O)NNC(=O)C2CCCN(c3ncccn3)C2)cc1 (centres undefined)	-0.1	119	-15	105	4	6	24	·	-1	1
OC(CCCCN1CCCCC1)c1ccccc1 (centres undefined)	0.2	102	-2	100	1	-55	11	·	1	16
O=C(C1CCCN1S(=O)(=O)c1cccc2cccnc12)N1CCc2ccccc2C1 (centres undefined)	-1.7	84	-6	96	9	-5	-8	0	0	17
Cn1c(Cn2nnc3ccccc32)nnc1SCC(=O)N1CCc2ccccc21	-0.4	87	-10	89	4	-24	-11	-1	0	3
COc1ccc(C(C)=O)cc1COC(=O)c1cccc(N(C)C)c1	-1.2	73	-31	93	9	-11	-13	-1	6	0
CCOC(=O)c1c(C)[nH]c(C)c1C(=O)CSc1nnc(-c2ccncc2)n1C	-0.1	103	-11	119	-1	-13	6	0	-2	1
CCOC(=O)c1[nH]c2ccccc2c1NC(=O)c1ccc(S(=O)(=O)N2CCCCC2)cc1	-2.8	43	-2	27	12	-38	-16	·	0	14
COc1cccc(N2CCN(S(=O)(=O)c3ccc4nc(-c5ccccc5)[nH]c4c3)CC2)c1	-0.2	90	3	81	2	-74	4	0	1	17
NC(=O)C1(N2CCCCC2)CCN(S(=O)(=O)c2cc(Cl)ccc2Cl)CC1	2.2	80	-6	84	-6	-13	7	-1	-3	9
Cc1cc(-c2ccccc2)n(-c2ccc(C(=O)NC(C)C)cc2)n1	-2.8	93	-6	109	-4	-42	40	·	2	4
O=C(O)CCCC(=O)Nc1nc2n(n1)C(c1ccc(F)cc1)CC(c1ccc(Cl)cc1)N2 (centres undefined)	-0.3	98&96	-13	93	-31	4	-12	0	2	2
C=CCOc1ccc(CNn2cn[nH]c2=S)cc1OCC	-1.5	92	8	100	-14	-14	-23	·	0	6
CC1Cc2ccccc2N1C(=O)CN1C(=O)NC(C)(c2ccc3c(c2)OCCO3)C1=O (centres undefined)	-2.3	95	-16	97	-16	-23	·	-1	-1	14
CN(C)c1cccc(C(=O)OCC(=O)Nc2nccs2)c1	-0.5	97	-5	92	1	-15	·	4	-1	4
c1ccc2c(c1)OCC(c1csc3ncnc(N4CCCCC4)c13)O2 (centres undefined)	-3.9	68	·	59	3	-4	17	·	0	10
O=C(CNS(=O)(=O)c1ccc(Cl)cc1)OCC(=O)N1CCCc2ccccc21	3.5	102	-3	95	-9	-13	·	-10	-1	7
Cc1nc(CNS(=O)(=O)c2ccc3ccccc3c2)cs1	-2.3	89	3	94	8	-27	2	-1	0	2
Cc1ccc(C(C(=O)NC2CCCC2)N(C(=O)Cc2cccs2)c2cccc(C)c2C)o1 (centres undefined)	-0.9	88	-15	71	-6	-33	-47	0	15	18

Arranged by heavy-atom count (highest first): part of the list above
SMILES	MRP-1 activ	HCT116 PTEN-null	Yeast life ext	bCat KO growth	GALR2 antag	BB579 growth dn	E-sel TNF inh	Phagocytosis inh	NPY-Y2 antag	Measles CPE
Cc1ccc(C(C(=O)NC2CCCC2)N(C(=O)Cc2cccs2)c2cccc(C)c2C)o1 (centres undefined)	-0.9	88	-15	71	-6	-33	-47	0	15	18
O=C(CNS(=O)(=O)c1ccc(Cl)cc1)OCC(=O)N1CCCc2ccccc21	3.5	102	-3	95	-9	-13	·	-10	-1	7
NC(=O)C1(N2CCCCC2)CCN(S(=O)(=O)c2cc(Cl)ccc2Cl)CC1	2.2	80	-6	84	-6	-13	7	-1	-3	9

Further records follow:
SMILES	MRP-1 activ	HCT116 PTEN-null	Yeast life ext	bCat KO growth	GALR2 antag	BB579 growth dn	E-sel TNF inh	Phagocytosis inh	NPY-Y2 antag	Measles CPE
CCN(CC)C(=O)CSc1nc2c(sc(=S)n2CC)c(=O)n1-c1ccccc1	-1.2	86	-13	77	0	-24	19	-1	6	5
O=C(CN1C(=O)COc2ccccc21)c1ccc(Cl)cc1	0.6	101	1	94	8	-42	-8	0	6	4
Cc1cccc(C(=O)c2c[nH]cc2-c2ccccc2)c1	0.5	94	4	93	7	-64	·	0	3	13
O=C(NCc1ccc(Cl)cc1)C(=O)NCC1OCCN1S(=O)(=O)c1cccs1 (centres undefined)	4.1	98	0	97	0	-33	-1	·	0	15
Cc1noc(C)c1C(=O)OCC(=O)c1c[nH]c2ccccc12	0.1	·	-15	84	12	-14	·	-1	0	11
CNC(=O)CSc1nnnn1-c1ccc2c(c1)OCCO2	-0.7	98	·	93	-2	-45	-3	·	3	24
COc1cc(OC)cc(C(=O)N2CCC(N3CCN(c4ccccc4)CC3)CC2)c1	-1.2	87	-1	94	2	-36	-45	5	2	7
CN1CCCC(OC(=O)CCCCC(=O)OC2CCCN(C)C2)C1 (centres undefined)	-0.6	93	-6	96	0	-57	·	1	1	7
COc1cc(CNCCc2ccccc2)ccc1OCC(N)=O	-0.6	98	5	95	2	-27	-1	-9	3	14

Screening data from PubChem.
